# Screening results from PubChem BioAssay.
# BCR signal inh: inhibitors of chronic active B-cell receptor signaling; 340,000 compounds, 0.05% hits; AID 493014; ABC-DLBCL IkBa-CBG/CBR reporter, luminescence ratio, 4 h; Potency, µM (titrated, usually from 46.1 µM), for the others: at the highest dose ratio change, negative = lower green/red ratio, most hits filed as inhibitors; active = well fitted inhibition curve with a large enough effect in the signal ratio, with a control signal flat, not every such curve was filed as active; inconclusive = small, poorly fitted or top-dose-only effect, or effect the other way, or a change in a side signal; the % refers to the signal ratio;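 note: potency is the fitted concentration of half-maximal effect; plate controls were basal doxycycline-induced cells for no effect and cells given 10 µM MG132 for full effect; MG132 reads +100%, hits lower the ratio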
#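 TMD8 ABC-DLBCL cells carrying doxycycline-inducible green luciferase fused to IkappaBalpha plus unfused red luciferase were exposed to compounds (up to 46 uM) for 4 hrs at 37C. Activity came from the overlap-corrected green/red luminescence ratio.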
# KCNH2 WT inh: inhibitors of human wildtype KCNH2 potassium channel; activity change, % at 1.84 µM; 340,000 compounds, 0.37% hits; AID 720551; Q12809; U2OS, BacMam KCNH2, thallium flux FluxOr; active compounds read low;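 active = maximum activity change below -70%; inconclusive = maximum activity change between -70% and -50%; inactive = maximum activity change above -50%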; note: % is set by controls: 0 for no effect and ±100 for the full control effect
#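 U2OS cells were transduced with wild-type KCNH2 virus (2.03 x 10^8 / mL) for 4 h at room temperature, then cultured overnight at 37 C. Thallium flux was read with FluxOr dye. Rate constants were normalized to DMSO controls.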
# ASM inhibitor: human S-ASM enzyme inhibition. AID 504937. P17405. 340,000 compounds, 0.006% hits. Potency, µM (titrated, usually from 57.5 µM), without a hit: top-dose activity change, negative = inhibition, most hits filed as inhibitors. placental ASM, HMU-PC fluorogenic substrate, 60 min; note: potency is the fitted concentration of half-maximal effect
#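 HMU-PC0 cleavage (9 uM final) by human placental ASM, 60 min at 37 °C following 10 min compound exposure at RT; stopped at pH 10, fluorescence Ex 386/Em 447 nm.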
# Menin MLL FP TR: displaces Texas Red mutant MLL peptide from human menin; O00255; Menin + Texas Red MLL mutant peptide, fluorescence polarization; Potency, µM (titrated, usually from 61.6 µM), for the others: top-dose FP activity change, negative = inhibition, usual class: inhibitors; 270,000 compounds, 0.23% hits; AID 1768; active = well fitted inhibition curve with a large enough effect in the polarisation, with a control signal flat, not every such curve was filed as active; inconclusive = small, poorly fitted or top-dose-only effect, or effect the other way, or a change in a side signal; inactive = no such curve, though single readings can be large or run the other way; the % refers to the polarisation; note: potency is the fitted concentration of half-maximal effect; % of control where 0% means no effect; many of its hits are not listed in these tables
# Target sequence (O00255 whole entry, looked up): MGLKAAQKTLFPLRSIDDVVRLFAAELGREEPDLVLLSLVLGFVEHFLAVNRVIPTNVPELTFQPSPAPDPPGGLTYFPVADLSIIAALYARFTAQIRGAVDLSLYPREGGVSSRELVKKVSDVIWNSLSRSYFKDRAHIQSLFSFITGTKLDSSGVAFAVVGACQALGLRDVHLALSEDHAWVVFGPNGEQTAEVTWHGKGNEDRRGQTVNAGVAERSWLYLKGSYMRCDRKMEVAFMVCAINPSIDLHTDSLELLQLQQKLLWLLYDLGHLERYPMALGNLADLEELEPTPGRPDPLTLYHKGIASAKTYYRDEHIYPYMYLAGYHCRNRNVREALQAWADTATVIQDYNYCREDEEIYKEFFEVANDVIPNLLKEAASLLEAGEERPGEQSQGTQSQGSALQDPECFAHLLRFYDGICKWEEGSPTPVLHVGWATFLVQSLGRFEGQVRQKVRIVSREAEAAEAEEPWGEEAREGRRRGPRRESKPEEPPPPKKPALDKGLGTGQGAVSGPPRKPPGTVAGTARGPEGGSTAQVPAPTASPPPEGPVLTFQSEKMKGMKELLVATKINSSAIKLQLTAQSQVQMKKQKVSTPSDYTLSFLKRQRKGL
# PKM2 act: activators of human pyruvate kinase M2; purified PKM2, Kinase-Glo ATP luminescence, activation; response scale: 0% is enzyme alone, no compound; 260,000 compounds, 0.34% hits; P14618; Potency, µM (top dose mostly 57.5 µM), for inactives: top-dose activation, hits mostly activators; AID 1631; note: potency is the fitted concentration of half-maximal effect; % is set by controls: 0 for no effect and ±100 for the full control effect; nearly all actives have a fitted effect of over 55% in size
#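 hPK-M2, >95% pure; 0.1 mM ADP / 0.5 mM PEP final; imidazole pH7.2 buffer w/ 7 mM MgCl2, 50 mM KCl; 1 h RT; Kinase-Glo lum. Intermediate enzyme activity for dual inhibitor/activator qHTS.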
# GALK inhibitor: inhibitors of human galactokinase; P51570; Purified GALK, Kinase-Glo residual ATP luminescence; Potency, µM (highest dose often 57.5 µM), inactives show top-dose activity change, negative = inhibition, hits mostly inhibitors; 270,000 compounds, 0.007% hits; AID 1868; note: potency is the fitted concentration of half-maximal effect; % is set by controls: 0 for no effect and ±100 for the full control effect
# Target sequence (P51570 whole entry, looked up): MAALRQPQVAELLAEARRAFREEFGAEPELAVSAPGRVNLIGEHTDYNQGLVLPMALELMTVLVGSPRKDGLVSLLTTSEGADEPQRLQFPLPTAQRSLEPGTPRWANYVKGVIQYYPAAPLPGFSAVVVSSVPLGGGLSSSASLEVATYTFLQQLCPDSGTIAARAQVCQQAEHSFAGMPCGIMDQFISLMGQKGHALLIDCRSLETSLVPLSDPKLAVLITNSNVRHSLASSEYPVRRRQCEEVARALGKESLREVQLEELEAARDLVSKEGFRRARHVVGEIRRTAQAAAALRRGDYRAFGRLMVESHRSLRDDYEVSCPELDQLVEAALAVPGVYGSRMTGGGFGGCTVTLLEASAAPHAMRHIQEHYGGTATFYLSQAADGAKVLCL
#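 ATP-depletion format; final 35 uM ATP, 100 uM D-galactose, 5 nM enzyme; pH 8.0 HEPES/Mg2+ buffer; 60 min RT; luminescence read 10 min after detection reagent.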
# MBNL1 CUG block: MBNL1-poly(CUG) RNA binding inhibition; AID 2675; 280,000 compounds, 0.036% hits; Potency, µM (top dose mostly 57.5 µM), for inactives: top-dose activity change, negative = inhibition, actives largely listed as inhibitors; Q9NR56; TR-FRET MBNL1-His/biotin-(CUG)12 binding, 665/545 ratio; active = well fitted inhibition curve with a large enough effect in the signal ratio, with a control signal flat, not every such curve was filed as active; inconclusive = small, poorly fitted or top-dose-only effect, or effect the other way, or a change in a side signal; inactive = no such curve, though single readings can be large or run the other way; the % refers to the signal ratio; note: potency is the fitted concentration of half-maximal effect; % is set by controls: 0 for no effect and ±100 for the full control effect
#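 Inhibition of protein-RNA binding appears as loss of TR-FRET between terbium anti-His antibody on MBNL1-His and streptavidin-XL665 on biotin-(CUG)12. Activity is normalized to buffer-only and uninhibited-complex controls.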
# Eya2 phos inh: inhibitors of human Eya2 phosphatase activity; O00167; recombinant Eya2, OMFP fluorescence dephosphorylation (OMFP is methylfluorescein phosphate); Potency, µM (highest dose often 76.9 µM), for inactives: at the top dose activity, negative = inhibition, most hits filed as inhibitors; 330,000 compounds, 0.006% hits; AID 488837; note: potency is the fitted concentration of half-maximal effect; % is set by controls: 0 for no effect and ±100 for the full control effect
#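 Eya2 (0.2 uM) preincubated 10 min at ambient with compound, then OMFP substrate added at 50 uM; 10 min reaction in 50 mM HEPES pH 7.5, 50 mM NaCl, 5 uM MgCl2, 0.05% BSA, 1 mM DTT. Fluorescence read at Ex 485/Em 525 nm.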
# USP2a inh: blocks human ubiquitin-specific protease USP2a; O75604; USP2 core, Ub-CHOP2 coupled fluorogenic reporter, 485/531; Potency, µM (highest dose often 38.3 µM), without a hit: top-dose activity change, negative = inhibition, most hits filed as inhibitors; 330,000 compounds, 0.01% hits;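 note: potency is the fitted concentration of half-maximal effect; plate controls were DMSO wells for no effect and full inhibition by NEM control for full effect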
#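 USP2 core (10nM final) preincubated 30min RT with compound in 20mM Tris-HCl pH 8.0, 2mM CaCl2, 2mM beta-mercaptoethanol, 0.05% CHAPS; 25nM Ub-CHOP2 plus 25nM reporter substrate added, fluorescence (Ex485/Em531) read after 60min.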
# TSHR antag: human thyrotropin receptor antagonism; 330,000 compounds, 0.2% hits; AID 504810; activity change, negative = inhibition, % at 11.5 µM; TSHR-expressing cells, TSH-stimulated cAMP HTRF, 2 h; active compounds read low; P16473;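 active = activity change below a set negative limit, meaning inhibition stronger than a set level, cut at about -70% in these data; inconclusive = activity change between two set negative limits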; note: % is set by controls: 0 for no effect and ±100 for the full control effect
#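 TSHR-expressing cells, 200/well, pre-treated with compound, then stimulated with EC80 TSH (4nM final) for 2 hours at 37 deg C. cAMP measured by competitive HTRF: anti-cAMP cryptate antibody in lysis buffer plus cAMP-d2, read after 30 minutes at room temperature.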
# Mito fusion yeast: mitochondrial division inhibition or fusion activation | 320,000 compounds, 0.23% hits | S. cerevisiae fusion-defective mutant growth rescue, CellTiterGlo 48 h | Potency, µM (titrated, usually from 46.1 µM), inactives show at the top dose growth rescue (activation), actives largely listed as activators;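 note: potency is the fitted concentration of half-maximal effect; % of control where 0% means no effect; nearly all actives have a fitted effect of over 45% in size; temperature-sensitive fusion mutants such as fzo1-1 at 37 °C on non-fermentable ethanol glycerol medium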
#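 Growth-rescue viability read-out: after 48 h at the non-permissive 37C in glycerol/ethanol YPEG, yeast mitochondrial fusion mutants are measured by CellTiterGlo luminescence; compounds (23 nl pinned per well) restoring growth score as division inhibitors or fusion activators.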
# The depositor's hits bear a star; ? = inconclusive; . = not tested or not shown; [ ] = remark or other dose. Unless noted, calls come from the whole dose curve; as a rule, active = well fitted curve in the direction sought with a large enough effect; inconclusive = small, poorly fitted or top-dose-only effect, or another doubt; inactive = no such curve, though single readings can be large; an effect the other way counts as inactive or inconclusive. Some of the compounds tested, so the mix of outcomes need not match the whole.
SMILES,BCR signal inh,KCNH2 WT inh,ASM inhibitor,Menin MLL FP TR,PKM2 act,GALK inhibitor,MBNL1 CUG block,Eya2 phos inh,USP2a inh,TSHR antag,Mito fusion yeast
Cc1ccc(-c2nnn(CC(=O)N3c4ccccc4CCc4ccccc43)n2)cc1,9.4%,-10.0,-7.7%,-14.5%,8.2%,-1.8%,4.5%,-18.4%,0.2%,5.9,17.5%
CCN1CC(CN(C)Cc2cn(-c3cccc(C)c3)nc2-c2cccc(F)c2)CC1=O (configuration not stated),?,17.5,-0.6%,-4.6%,5.2%,-1.4%,10.5%,-3.5%,9.6%,-9.4,7.6%
COCCC(=O)Nc1ccc2c(c1)CN(C(=O)CCSC)CC2,2.9%,-18.9,4.7%,7.0%,-0.1%,-0.9%,-6.9%,4.3%,10.6%,1.0,-1.4%
CCC(CC)c1nnc(NC(=O)CN2C(=O)C3C4C=CC(C4)C3C2=O)s1 (configuration not stated),?,12.1,4.4%,-1.3%,-3.7%,-0.9%,-6.8%,-7.7%,3.4%,-8.0,-1.3%
S=c1[nH]c2ccccc2n2c(=S)[nH]nc12,-1.3%,-2.3,-0.4%,?,.,.,?,-21.9%,-2.4%,-39.8,5.6%
COCc1c(C)cc(C)c(/C=N/O)c1C,-1.6%,4.5,3.8%,-2.0%,2.8%,0.1%,0.9%,39.0%[15.4 µM],0.6%,2.7,0.9%
CCOC(=O)c1c(-c2ccc(OC)cc2)csc1NC(=O)CCN1C(=O)c2ccccc2C1=O,-27.8%,-22.4,-1.4%,0.2%,3.0%,-0.9%,16.2%,-11.2%,2.2%,-4.6,4.1%
Cc1cccc(C)c1NC(=O)N1CCC(C(=O)c2ccc(F)cc2)CC1,-4.5%,-4.4,1.8%,-0.6%,.,-0.7%,-0.2%,1.0%,1.7%,-78.6*,-0.3%
Cc1ccc(S(=O)(=O)N2CCN(C(=O)CSc3nncs3)CC2)cc1,3.8%,-10.9,2.9%,.,17.8µM*,0.4%,-1.2%,-0.8%,3.4%,15.2,8.0%
Cc1c(S(=O)(=O)N2CCCC2)c(=O)n(C)c(=O)n1C,2.4%,1.1,-0.5%,.,.,.,.,6.9%,0.3%,-7.7,-2.4%
CC(/C=C/C=C/c1ccccc1)=N\NC(=O)c1cccnc1,?,2.0,2.9%,10.8%,2.0%,6.7%,?,-2.0%,2.6%,2.5,7.5%
CC(C)Cc1nnc(NC(=O)CCC(=O)N2CCN(C3CCCC3)CC2)s1,4.4%,-13.9,0.0%,.,.,-2.8%,2.2%,6.1%,1.2%,8.1,0.4%
COCCCn1c(-c2ccco2)nc2ccccc2c1=O,4.0%,2.3,0.1%,14.5%,-7.3%,-0.6%,-4.8%,9.0%,2.7%,-4.4,0.5%
O=c1c2ccccc2nc(N/N=C/c2c(O)ccc3ccccc23)n1O,?,3.9,-1.4%,.,3.2%,1.3%,6.3%,-3.2%,-5.2%,-16.1,-14.3%
NNC(=O)CNC(=O)c1cccc(Br)c1,-0.4%,2.4,-4.8%,10.2%,-6.5%,-4.3%,6.1%,4.5%,1.9%,3.7,-1.4%
CC(=O)Oc1c(/C=C(\C#N)C(N)=O)[nH]c2ccccc12,?,.,1.0%,4.7%,0.3%,.,?,?,?,-2.7,.
CN(Cc1cccs1)C(=O)COc1cccc2c1OC(C)(C)C2,-0.5%,22.0,1.2%,.,.,.,.,-0.9%,2.6%,10.2,.
CCOc1ccc(OCC(=O)N2CCC3(CC2)CC(=O)c2ccccc2O3)cc1,-14.3%,6.3,-0.8%,.,.,.,.,2.3%,1.3%,-0.5,-10.1%
CCOC(=O)N1CCN(S(=O)(=O)c2ccc(C)c(C)c2)CC1,-0.2%,-0.4,-1.3%,4.9%,24.0%,3.4%,-5.3%,-5.3%,1.8%,6.3,-3.2%
O=C(c1cc2ccccc2oc1=O)N1CCN(c2ncccn2)CC1,-26.8%,-0.4,2.2%,3.4%,-5.8%,0.7%,5.9%,0.8%,-1.8%,12.6,-1.6%
CO/N=C\CC(=O)Nc1ccc(F)cc1,-9.3%,-6.3,3.0%,-9.6%,-5.2%,-0.7%,7.7%,-15.0%,0.0%,-0.5,-6.2%
CC1(OC(=O)C2CCCC2)C(=O)C=C2C=C(c3ccsc3)N(CCc3c[nH]c4ccccc34)C=C2C1=O (configuration not stated),10.4%,.,10.6%,-12.5%[11.7 µM],-10.4%[11.5 µM],0.8%,?,0.2%,9.3%,6.7,-1.3%
N#Cc1ccc(C(=O)Nc2cc(-c3ccc(F)cc3)nn2-c2ccccc2)cc1,?,2.7,-10.7%,.,.,.,.,-12.4%,-2.9%,57.7,10.0%
COc1ccc(NC(=O)c2cnn(-c3ccccc3)c2C)cc1,2.0%,-21.5,0.5%,-14.9%,-31.9%,3.6%,-1.3%,-1.5%,2.0%,22.8,-3.2%
O=C(CN1CCOCC1)Nc1ccc(OCc2ccccc2)cc1,3.7%,5.2,1.0%,6.1%,-1.0%,-0.1%,-6.3%,1.6%,1.5%,-6.5,-6.9%
O=C(CC1OC(=O)c2ccccc21)Nc1cc(S(=O)(=O)N2CCOCC2)ccc1OCC(F)(F)F (configuration not stated),1.0%,9.5,.,.,.,.,.,-3.3%,-0.4%,-3.5,-2.4%
[O-][n+]1onc2c3ccnnc3ccc21,0.0%,-6.1,5.1%,5.4%,?,-1.0%,?,-13.5%,-0.9%,-0.4,-2.5%
COc1ccccc1OCCNC(=O)c1ccc2c(c1)CCC2,-3.2%,-0.3,-4.2%,7.5%,-2.5%,8.0%,-2.8%,0.5%,3.1%,11.2,-4.9%
Fc1ccccc1-c1nc(-c2ccc(-c3nn[nH]n3)cc2)no1,-1.5%,.,31.4%,.,.,.,.,0.6%,9.7%,-19.0,.
O=P(O)(O)CP(=O)(O)O,-0.1%,.,.,6.0%,-4.2%,6.5%,9.6%,0.6%,0.4%,8.1,-0.6%
CCCc1cc(=O)oc2cc(C)cc(OCC(=O)Nc3ccc(CN4CCOCC4)cc3)c12,?,4.0,-2.9%,.,.,2.2%,1.3%,-0.8%,0.1%,-2.5,1.2%
CCOC(=O)N1CCN(C(=O)c2cc(-c3ccncc3)nc3ccccc23)CC1,-24.7%,0.1,-0.5%,.,.,.,.,-4.9%,-7.3%,-5.3,8.0%
O=C(COc1ccc([N+](=O)[O-])cc1)N/N=C/c1ccccn1,?,-3.6,-0.8%,-12.4%,-1.8%,.,8.6%,-5.5%,-1.2%,14.1,-0.3%
COC(=O)c1ccc(CSc2nnc3c(Cl)cc(Cl)cn23)o1,0.3%,1.3,-1.8%,0.8%,-1.9%,0.7%,?,7.4%,-0.9%,1.5,4.6%
CCCCn1c2ccc(F)cc2c2nnc(SCCN3CCCCC3)nc21,0.6%,18.6,-2.6%,?,.,2.5%,16.5%,?,-7.5%,13.4,-5.4%
CC(=O)c1ccc(NC(=O)c2noc3c2CCC3)cc1,?,-22.0,-1.3%,16.9%,-0.3%,-1.5%,-2.0%,-3.6%,0.6%,15.9,.
O=C(CNc1c(Br)cc(Br)cc1Br)NN=C1CCCCC1,-1.2%,.,.,-0.5%,3.9%,0.0%,-3.6%,-1.8%,-1.2%,-8.4,6.7%
CCN(CC)C(=O)Oc1nnc(SC(C)C)n1-c1ccc(Cl)cc1,1.5%,2.9,6.0%,.,0.9%,4.8%,4.4%,-15.8%,-0.1%,1.6,1.0%
CCO[C@@H]1OC(C(=O)N2CCN(Cc3ccccc3)CC2)=C[C@H](c2ccccc2)[C@H]1CCCO,-1.8%,-4.6,3.8%,-29.7%,-0.4%,-2.4%,2.2%,?,0.3%,-7.6,-1.9%
CCCC(C)C(=O)Nc1ncc(S(=O)(=O)c2ccc([N+](=O)[O-])cc2)s1 (configuration not stated),-0.6%,-102.0*,-1.1%,?,-6.9%,-4.2%,?,-6.4%,-5.3%,-2.9,1.5%
NC(=O)C1(NC(=O)[C@@H]2CC3(CC(c4cccc(NC(=O)[C@@H]5CCC(=O)N5)c4)=NO3)CN2C(=O)c2ccccc2)CC1 (some centres not stated),-8.2%,.,9.7%,-4.2%,-1.5%,3.3%,0.1%,15.2%,5.0%,0.4,-0.1%
CCOC(=O)CC1Sc2ccccc2NC1=O (configuration not stated),-1.4%,26.0,-2.7%,11.3%,1.9%,-0.3%,2.9%,-1.6%,-0.2%,24.2,-3.7%
